Screening data: PubChem BioAssay, several laboratories
TRPC6 inhibitor = mouse TRPC6 channel inhibitors, primary screen, cell-based, HEK293, membrane potential dye; Short transient receptor potential channel 6 (Mus musculus), Q61143; ACh-evoked depolarization; stronger effect = lower value; B-score at 10 µM; 310,000 tested, 1.1% active; AID 2553, 2010;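 active means B-score under library mean minus 3 SD, initial fluorescence not abnormally high, positive integrated signal ratio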;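 further: B-score derived from integrated fluorescence ratio over the kinetic read; more negative B-score means stronger inhibition of depolarization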
SKKanGAS inh = S. pyogenes SKKanGAS growth inhibitors in kanamycin, primary screen, streptokinase expression inhibitor project, SKKanGAS strain, BacTiter-Glo luminescence. inhibition, % at 7.5 µM. 300,000 tested, 1.3% active. 6 h. AID 1662, 2009;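 active means mean replicate score, as percent of positive control median, at least 50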;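 further: strain carries kanamycin resistance gene driven by streptokinase promoter and grows in 40 µg/ml kanamycin; loss of luminescence reflects streptokinase promoter inhibition or plain growth inhibition; 0% = median of DMSO wells and 100% = positive control at its reference dose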
aSyn 5UTR inh = MLPCN primary screen, SNCA 5' untranslated region; inhibition, % (tested at 7.5 µM); AID 1813, 2009; 300,000 tested, 0.82% active; alpha-synuclein 5'UTR reporter, inhibitor activity; in the data active means inhibition above about 60%;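 further: H4 neuroglioblastoma cells stably carrying SNCA 5'UTR luciferase fusion; 0% = DMSO wells and 100% = positive control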
TRPC4 block = inhibitors of mouse TRPC4 channel, primary screen, Fluo4 calcium, HEK293 TRPC4beta/mu-opioid cells; 300,000 tested, 0.39% active; DAMGO-evoked Fluo4 calcium flux; stronger effect = lower value; B-score at 10 µM;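 active means B-score over 3 SD under the library average, no early fluorescence shift, positive overall ratio signal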
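Assay system – HEK293 line stably carrying TRPC4beta and mu-opioid receptor · Doses – single dose · Detection – Fluo4 calcium-dye fluorescence, kinetic read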
HIF act = HIF pathway transcriptional activators, primary screen, cell-based, U2OS HRE-luciferase, luminescence; U2OS HRE-luciferase reporter; normalized: DMSO 0%, desferrioxamine 100%; activation, % at 7.5 µM (by protocol); 300,000 tested, 0.32% active;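 active means mean activation of at least 10% of the iron chelator positive control signal, with at least half of replicates also reaching 10%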
TRPC4 potent = positive allosteric modulators of TRPC4, primary screen, cell-based, mouse TRPC4beta, HEK293 mu-opioid, Fluo-4 calcium; Short transient receptor potential channel 4 (Mus musculus), Q9QUQ5; DAMGO EC20, Fluo-4 Ca2+ flux; stronger effect = higher value; B-score at 10 µM; 310,000 tested, 0.42% active;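 active means B-score of calcium response area above 5 SD of library B-scores, with initial fluorescence ratio within 5 SD of library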;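 further: B-score of integrated fluorescence ratio over time as area under calcium response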
KLF5 inhibitor = KLF5 expression inhibitors, primary screen, DLD-1 cells, luminescence. 290,000 tested, 0.23% active. DLD-1 KLF5 promoter-luciferase reporter. inhibition, % at 5 µM;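 active means inhibition above a per-plate limit of that plate's mean compound inhibition plus 3 SD, cut at about 60% in these data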;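 further: 0% = DMSO wells and 100% = LY294002 at 200 µM; higher means less KLF5 promoter-driven luciferase light; inactives centre near -14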
TRPC4 act = activators of mouse TRPC4 channel, primary screen, Fluo4 calcium, HEK293 TRPC4beta/mu-opioid cells; 310,000 tested, 0.49% active; Short transient receptor potential channel 4 (Mus musculus), Q9QUQ5; B-score at 10 µM; AID 2237, 2010; Fluo4 calcium fluorescence; stronger effect = higher value;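 active means B-score above 5 SD of library B-scores, and initial fluorescence ratio not above library mean plus 5 SD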;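 further: positive B-score marks a calcium rise read as TRPC4 activation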
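Material: TRPC4beta and mu-opioid receptor HEK293 stable cells | Incubation: 45 min room-temperature Fluo4 loading, 110 s read | Detection: Kinetic Fluo4 calcium fluorescence | Measure: Integrated baseline-normalised fluorescence ratio, converted to per-well B score | Benchmarks: Low control buffer alone, high control maximal DAMGO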
MrgX1 antagonist = antagonists of human MrgX1 receptor, primary screen, HEK293 cells, Fluo-4 calcium flux | BAM8-22 antagonism; stronger effect = lower value | 310,000 tested, 1.3% active | Mas-related G-protein coupled receptor member X1 (Homo sapiens), Q96LB2 | B-score at 10 µM | AID 588676, 2011;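 active means calcium-response B-score plate-corrected more than 3 library SD below zero, starting fluorescence within 5 deviations, no agonist response on first addition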;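 further: peak minus trough fluorescence over baseline after final BAM8-22 challenge near maximal dose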
Target sequence (Q96LB2 whole entry, looked up): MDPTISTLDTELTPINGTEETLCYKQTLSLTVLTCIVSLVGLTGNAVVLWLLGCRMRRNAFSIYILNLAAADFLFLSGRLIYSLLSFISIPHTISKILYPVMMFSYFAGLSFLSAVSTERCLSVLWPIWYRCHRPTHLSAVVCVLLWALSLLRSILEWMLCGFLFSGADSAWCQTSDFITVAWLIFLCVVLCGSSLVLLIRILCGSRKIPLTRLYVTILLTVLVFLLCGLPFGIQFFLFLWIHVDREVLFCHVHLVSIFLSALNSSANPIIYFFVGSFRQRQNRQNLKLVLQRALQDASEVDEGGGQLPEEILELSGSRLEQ
IEC-6 cytotox = cytotoxicity in IEC-6 intestinal epithelial cells, primary screen, cytotoxicity control for KLF5 inhibitor project, cell-based, luminescence. IEC-6 cytotoxicity, luminescence viability. inhibition, % at 5 µM. 290,000 tested, 0.78% active. AID 1825, 2009; in the data active means inhibition above about 22%;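 further: 0% = plate median of test compound wells and 100% = cytotoxic reference compound wells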
TRPC6 activator = mouse TRPC6 channel activators, primary screen, cell-based, HEK293, membrane potential dye | Short transient receptor potential channel 6 (Mus musculus), Q61143 | HEK293-TRPC6 membrane potential dye fluorescence; stronger effect = higher value | B-score at 10 µM | 310,000 tested, 0.13% active | AID 2550, 2010;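 active means B-score of the integrated fluorescence ratio above library mean plus 3 SD, and starting fluorescence ratio within library mean plus 5 SD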;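 further: higher score means more depolarization so channel activation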
* = called active by the depositor; i = inactive; · = not tested or not shown.

nr	compound	KLF5 inhibitor	TRPC4 block	TRPC6 inhibitor	TRPC6 activator	MrgX1 antagonist	TRPC4 act	aSyn 5UTR inh	SKKanGAS inh	HIF act	TRPC4 potent	IEC-6 cytotox
1	O=C(/C=C/c1ccccc1)NCC1(c2ccccc2)CCOCC1	-9	i	i	i	i	i	16	0	0.5	i	-6
2	O=C(O)C1CSC(c2ccccc2)N1C(=O)c1ccco1 (stereo unspecified)	-27	i	i	i	i	i	0	0	0.3	i	-1
3	Cc1nc(SCc2ccccc2)c([N+](=O)[O-])[nH]1	-40	i	i	i	i	i	-10	1	-5.8	i	4
4	Cc1cc(NC(=O)CCCSc2nc(-c3ccco3)cc(C(F)(F)F)n2)n(-c2ccccc2)n1	-28	i	i	i	i	i	-3	13	0.2	i	6
5	C[N+](C)(CC#N)C/C=C\c1ccccc1	-29	i	i	i	i	i	-18	15	0.0	i	6
6	CCCCNC(=S)N/N=C/c1sccc1C	-46	i	i	i	i	i	-26	-5	0.0	i	-6
7	Cc1nc(NC(=O)CSc2nnc(N)s2)c(Cl)cc1Cl	-22	i	i	i	i	i	9	8	0.4	i	4
8	CC(C)(C)NC(=O)CN(Cc1ccco1)C(=O)CCC(=O)Nc1nccs1	-10	i	i	i	i	i	0	-9	0.4	i	2
9	Cc1ccc(C)c(NC(=S)N(C)CCc2ccccn2)c1	-5	i	i	i	i	74*	18	1	-0.3	i	2
10	CCCCSC(=S)N(C)C1CCS(=O)(=O)C1 (stereo unspecified)	-11	i	i	i	i	i	18	0	-0.9	i	0
11	O=C(CN1C(=O)/C(=C/c2cccc(Br)c2)SC1=S)Nc1cccnc1	-3	i	i	i	i	i	-10	8	0.0	i	-2
12	COC(=O)c1ccccc1OCC(=O)NC1CCCCC1	-10	i	-5.3*	i	i	i	-55	6	0.8	i	-1
13	CC(=O)OC1CC(C)(C)N(OC(=O)CCCN2C(=O)c3ccccc3C2=O)C(C)(C)C1	-15	i	i	i	i	i	25	-2	0.1	i	-6
14	O=S(=O)(Nc1ccc(N2CCOCC2)cc1)c1ccc(F)cc1F	-46	i	i	i	i	i	10	3	-0.1	i	-4
15	O=C(CC1C(=O)NCCN1CC1CCCCC1)NCc1cccc(F)c1F (stereo unspecified)	-8	i	i	i	i	i	2	-3	-0.2	i	-18
16	CC(C)(C)CC(=O)Nc1ccc(-c2cn3cccnc3n2)cc1	-76	i	i	i	i	i	-80	13	3.4	i	-4
17	COc1ccc(-n2c(SCC(N)=O)nc3sc4c(c3c2=O)CCN(C)C4)cc1	8	i	i	i	i	i	-3	3	-0.1	i	-7
18	Cc1ccc(NC(=O)C2CC(=O)Nc3nc4ccccc4n32)c(C)c1 (stereo unspecified)	-31	i	i	i	i	i	1	2	-0.5	i	1
19	CCC(C(=O)NCc1ccco1)N(C(=O)CNS(=O)(=O)c1ccccc1)c1ccc(F)cc1 (stereo unspecified)	-12	i	i	i	i	i	-13	-3	-0.2	i	-7
20	Cc1c(C)c2ccc(OCC(=O)Nc3nccs3)cc2oc1=O	-12	i	i	i	i	i	66*	-7	-4.4	i	1
21	CC(=O)Nc1ccc(OC(=O)N2CCCC2)cc1	-41	i	i	i	i	i	-19	-2	-0.7	i	-3
22	Cc1cc(C(=O)N/N=C/c2ccc([N+](=O)[O-])cc2)c2ccccc2n1	6	i	i	i	i	i	12	-1	3.1	i	6
23	Cn1nc(C(C)(C)C)cc1C(=O)NNC(=O)c1cccc(Cl)c1	-6	i	i	i	i	i	7	-2	0.2	i	2
24	O=C(CSc1nc2ccccc2c(=O)[nH]1)N1CCN(c2ccccc2F)CC1	-11	i	i	i	i	i	12	8	-0.2	i	7
25	CC(C)=C1C(=O)NN(c2ccc(C)c(Cl)c2)C1=O	10	i	i	i	i	i	3	5	1.4	i	-10
26	CCOC(=O)COc1cc(Br)c(C2NC(=O)NC(C)=C2C(C)=O)cc1OCC (stereo unspecified)	-6	i	i	i	i	i	16	-10	-0.3	i	3
27	O=C(NCc1ccccc1)C1CCN(S(=O)(=O)N2CCOCC2)CC1	-12	i	i	i	i	i	-18	3	-0.3	i	-1
28	COc1ccc(NC(=O)c2cc(-c3ccc(C)c(C)c3O)n[nH]2)cc1Cl	-14	i	i	i	i	i	-18	57*	-0.3	i	2
29	CCOC(=O)c1c(C)oc2cc(Br)c(OC(C)C(=O)OCC)cc12 (stereo unspecified)	-28	i	i	i	i	i	2	-10	0.1	i	-4
30	O=C(NCC1CCCO1)c1c(O)c2cccc3c2n(c1=O)CCC3 (stereo unspecified)	-17	i	i	i	i	i	-18	1	0.0	i	-4

Next part (two carried over from the part before).
nr	compound	KLF5 inhibitor	TRPC4 block	TRPC6 inhibitor	TRPC6 activator	MrgX1 antagonist	TRPC4 act	aSyn 5UTR inh	SKKanGAS inh	HIF act	TRPC4 potent	IEC-6 cytotox
29	CCOC(=O)c1c(C)oc2cc(Br)c(OC(C)C(=O)OCC)cc12 (stereo unspecified)	-28	i	i	i	i	i	2	-10	0.1	i	-4
30	O=C(NCC1CCCO1)c1c(O)c2cccc3c2n(c1=O)CCC3 (stereo unspecified)	-17	i	i	i	i	i	-18	1	0.0	i	-4
31	CCCCCCn1cc(C(=O)O)c(=O)c2cc(F)c(N3CCCCC3)cc21	-18	i	i	12*	i	i	15	10	0.1	12*	2
32	CCOc1ccc2ccccc2c1/C=N/n1cncn1	-30	i	i	i	i	i	2	-9	-0.4	i	3
33	Cc1cc(C)n(-c2nc(-c3ccccc3)cs2)n1	-15	i	i	i	i	i	-89	6	3.1	i	-1
34	O=C1c2ccccc2C(=O)N1C1CCCCC1	7	i	i	i	i	i	10	-6	-1.7	i	5
35	COCCCNC(=S)N1CCC(NC(=O)c2ccco2)CC1	-9	i	i	i	i	i	2	-4	0.2	i	-12
36	CCOc1ccc(S(=O)(=O)NCCC(=O)NC2CCN(Cc3ccccc3)CC2)cc1	·	i	i	i	i	i	21	-3	-0.4	i	·
37	O=C(Cn1ccc2ccccc2c1=O)NCCC(=O)N1CCN(C2CCCCC2)CC1	2	i	i	i	i	i	-6	-7	0.8	i	4
38	CCOc1nc2cnccc2n(CC(=O)Nc2c(C)cccc2CC)c1=O	-6	i	i	i	i	i	-2	16	-0.5	i	-7
39	Cc1cc(C(F)(F)F)c(C#N)c(SCC(=O)NC(C)(C)C)n1	-10	i	i	i	i	i	11	-6	-0.4	i	9
40	CC1(C)CCCC(C)(C)N1CC(O)COCCOc1ccc(Br)cc1 (stereo unspecified)	0	i	i	i	i	i	8	-7	0.5	i	-6
41	O=C(NCC1CCCO1)c1cn(-c2ccccc2)nc1-c1ccc(F)cc1 (stereo unspecified)	-20	i	i	i	i	i	-6	-6	0.2	i	-5
42	COc1ccc(C(=O)NCCN2CCN(C(=O)c3ccc(OC)c(OC)c3)CC2)cc1OC	-25	i	i	i	i	i	-1	-11	0.6	i	0
43	CCCn1c(=O)c(C(=O)Nc2ccccc2C(=O)OC)c(O)c2ccccc21	-30	i	i	i	i	i	6	9	-0.1	i	2
44	CC(=O)Nc1ccc(S(=O)(=O)N2CCN=C2c2ccccc2)cc1	-28	i	i	i	i	i	-20	-18	-0.4	i	-4
45	COc1ccccc1Cn1c(=O)c2ccccc2n2c(Sc3ncnc4sccc34)nnc12	-1	i	i	i	i	i	4	5	0.7	i	-2
46	COc1ccccc1CN1CC(C(=O)NCc2cc(F)cc(C(F)(F)F)c2)CCC1=O (stereo unspecified)	-11	i	i	i	i	i	10	-2	-0.3	i	-2
47	COC(=O)N/N=C/c1cn(Cc2ccc(Cl)cc2Cl)c2ccccc12	-12	i	i	i	i	i	28	7	-0.5	i	12
48	O=C(NC1CC2CCCC(C1)N2C(=S)Nc1ccc(Cl)cc1)C1CC1 (stereo unspecified)	-6	i	i	i	i	i	5	5	-0.1	i	0
49	COc1cc(NC(=O)NC2Cc3ccccc3C2)cc(OC)c1	-20	i	i	i	i	i	-41	-3	0.3	i	-1
50	CCOC(=O)c1ccccc1NC(=O)C1COc2ccccc2O1 (stereo unspecified)	6	i	i	i	i	i	-7	-2	0.1	i	-5
51	O=C(c1cccn2c(=O)c3cc4ccccc4cc3nc12)N1CCN(c2ccccc2)CC1	2	i	i	i	i	i	-49	14	1.8	i	1
52	Brc1ccc(-c2nn3c(-c4ccccn4)nnc3s2)o1	-31	i	i	i	i	i	-43	-7	0.8	i	-8
53	C(=C\c1ccccc1)/C=N/Nc1nc(N2CCOCC2)nc(N2CCOCC2)n1	-9	i	i	i	i	i	20	0	-0.1	i	-4
54	CC1CCN(CC(=O)Nc2ccccc2-c2ccccc2)CC1	-23	i	i	i	i	i	13	-2	0.4	i	-3
55	[O-][n+]1onc2c1CCC1N(O)C(c3ccccc3)CC21O (stereo unspecified)	-25	i	i	i	i	i	-38	-1	-0.1	i	0
56	CCCCN1C(=O)C(=O)N(CC(=O)Nc2sc(CC)cc2C(=O)OCC)C1=O	·	i	i	i	i	i	-4	23	-0.4	i	·
57	O=C(NCc1ccc(F)cc1)N1CCc2ccccc2C1	0	i	i	i	i	i	-21	-3	-0.1	i	2
58	O=C(NC1CCC(NC(=O)C(F)(F)C(F)F)CC1)C(F)(F)C(F)F (stereo unspecified)	-24	i	i	i	i	i	15	-10	0.2	i	-1
59	CN(/C=C/C(=C\C=[N+](C)c1ccccc1)OCCCS(=O)(=O)[O-])c1ccccc1	13	i	i	i	i	i	-39	-4	0.0	i	-3
60	O=C1CNC(=S)N1Cc1ccc(F)cc1	6	i	i	i	i	i	-17	-4	-0.1	i	-3
61	Cn1cc(CN2CCC(n3nccc3NC(=O)CCOc3ccccc3)CC2)cn1	-23	i	i	i	i	i	16	-2	-0.2	i	-5
62	Cc1ccc2nc(NC(=O)c3ccc4c(c3)OCO4)sc2c1	-199	i	i	i	i	i	-130	1	·	i	2

Look-ups from the results shown.
cpd 42 – aSyn 5UTR inh = -1
cpd 31 – TRPC4 potent = 12*

An unsorted share of the library (roughly 5.8% active in at least one column).
